Assay outcomes as filed in PubChem BioAssay.
Bcl-xL primary – blocks human Bcl-xL binding to Bim BH3 peptide. Q07817. AID 2129. inhibition, % at 10.9 µM. 320,000 compounds, 0.7% hits. GST-Bcl-xL / FITC-Bim BH3 peptide fluorescence polarization;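 active = inhibition above the mean of all tested compounds plus 3 SD, cutoff set per campaign, cut at about 30% in these data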;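 also: 0% = DMSO wells and 100% = unlabeled Bim-BH3 peptide competitor; inhibitors lower millipolarization by displacing the labeled peptide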
AGP1 TOR yeast – modulators of TOR pathway AGP1-GFP in S. cerevisiae; S. cerevisiae AGP1-GFP multiplex flow cytometry, 3 h; GFP as percent of DMSO wells; GFP response vs DMSO, % at 10 µM; 320,000 compounds, 0.02% hits; AID 2066;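 active = GFP response relative to DMSO above a set limit, near screen average plus 3 SD, cut at about 150% in these data; inconclusive = fewer than 70 cells counted for the yeast strain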;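 also: median GFP channel fluorescence of the gated AGP1 strain per well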
CIT2-GFP yeast – modulators of TOR pathway CIT2-GFP in S. cerevisiae; S. cerevisiae CIT2-GFP strain, flow cytometry, 3 h; 100 means same as DMSO wells; 320,000 compounds, 0.065% hits; AID 2029; GFP response vs DMSO, % at 10 µM;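 active = GFP response relative to DMSO above a set limit, near the screen mean plus 3 SD, cut at about 150% in these data; inconclusive = Fewer than 70 cells measured for a yeast strain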;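 also: ratio of well median GFP fluorescence to mean of DMSO wells on the plate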
MCL1-BIM inh – inhibitors of human MCL1 binding to BIM-BH3 peptide. Q07820. GST-MCL1 / FITC-Bim-BH3 fluorescence polarization. inhibition, % at 10.9 µM. 320,000 compounds, 0.68% hits. AID 2057;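 active = inhibition above the mean inhibition of all tested compounds plus 3 SD, set per campaign, cut at about 40% in these data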;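 also: 0% = DMSO wells and 100% = unlabeled Bim-BH3 peptide control; higher means more loss of mP so more displacement of Bim peptide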
VLA-4 inh – inhibition in a human VLA-4 binding assay | P13612 | VLA-4 expressing cells, ligand binding flow cytometry | inhibition, % (about 7 µM as worked out from the volumes in the protocol) | 330,000 compounds, 0.2% hits | AID 2557; in the data active = inhibition above about 50%
Target sequence (P13612 whole entry, looked up): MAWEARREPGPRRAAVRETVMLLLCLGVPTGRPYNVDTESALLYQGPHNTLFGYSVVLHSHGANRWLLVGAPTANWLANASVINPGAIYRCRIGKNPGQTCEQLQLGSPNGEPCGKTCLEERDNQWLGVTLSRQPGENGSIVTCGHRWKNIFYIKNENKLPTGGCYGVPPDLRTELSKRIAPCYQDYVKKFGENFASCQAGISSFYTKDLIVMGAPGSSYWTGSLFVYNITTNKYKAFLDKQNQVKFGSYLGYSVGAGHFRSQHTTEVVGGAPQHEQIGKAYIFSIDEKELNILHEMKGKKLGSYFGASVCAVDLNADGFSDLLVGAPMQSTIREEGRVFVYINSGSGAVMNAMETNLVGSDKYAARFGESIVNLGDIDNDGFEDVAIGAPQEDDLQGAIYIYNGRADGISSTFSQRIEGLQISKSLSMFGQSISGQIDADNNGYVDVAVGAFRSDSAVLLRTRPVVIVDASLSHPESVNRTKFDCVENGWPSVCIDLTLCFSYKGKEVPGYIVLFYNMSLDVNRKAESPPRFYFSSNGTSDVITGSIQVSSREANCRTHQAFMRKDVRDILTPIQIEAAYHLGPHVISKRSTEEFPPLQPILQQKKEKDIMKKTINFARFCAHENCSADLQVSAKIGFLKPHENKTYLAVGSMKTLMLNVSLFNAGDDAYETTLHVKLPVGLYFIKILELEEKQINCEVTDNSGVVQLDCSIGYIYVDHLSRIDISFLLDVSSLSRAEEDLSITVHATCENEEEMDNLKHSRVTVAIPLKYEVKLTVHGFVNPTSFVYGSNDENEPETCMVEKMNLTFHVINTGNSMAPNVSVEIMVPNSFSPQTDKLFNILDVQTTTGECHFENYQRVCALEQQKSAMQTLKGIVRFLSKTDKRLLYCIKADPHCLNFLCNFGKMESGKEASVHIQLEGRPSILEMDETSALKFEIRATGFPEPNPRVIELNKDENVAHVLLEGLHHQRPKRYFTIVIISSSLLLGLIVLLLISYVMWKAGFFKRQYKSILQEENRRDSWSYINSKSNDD
GLD-1 RNA inh – GLD-1-TGE RNA interaction inhibition (C. elegans) | Q17339 | purified GLD-1 + fluorescein TGE RNA, fluorescence polarization | inhibition, % at 5.96 µM | 320,000 compounds, 0.44% hits;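 active = percent inhibition above a per-plate cutoff, the plate mean of test compounds plus 3 SD, cut at about 30% in these data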;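 also: 0% = DMSO wells with GLD-1 and probe and 100% = wells lacking GLD-1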
MEX-5 binding – C. elegans MEX-5 TCR-2 RNA binding activity | Q9XUB2 | 300,000 compounds, 0.38% hits | AID 1832 | activity score (negative = inhibition of binding), % at 10 µM | MEX-5/FITC-TCR2 RNA binding, fluorescence polarization; stronger effect = lower value;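 active = inhibition past about -25% in most replicates, and total fluorescence under double the plate's negative control median, limit read from the data; inconclusive = replicates evenly split on the limit, or fluorescence at least double controls; inactive = too little inhibition in most replicates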;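 also: 0% = DMSO and -100% = 5 µM competing unlabeled TCR2 RNA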
CR mimetic SO – yeast age-related superoxide inhibition as caloric restriction mimetic | S. cerevisiae aged cells, superoxide DHE fluorescence; stronger effect = lower value | superoxide response (% of plate mean), % at 10 µM | 330,000 compounds, 0.18% hits | AID 2690;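 active = superoxide response under a set limit, about three screen SD below normal, cut at about 65% in these data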;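 also: yeast aged for seven days with compound at 30 °C before DHE staining; 100% = average MFI of all compound-treated wells on the plate with controls excluded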
GRK2 aptamer HTS – inhibitors of human GRK2 displacing RNA aptamer; 330,000 compounds, 0.59% hits; inhibition of aptamer binding, % at 10 µM; bead flow cytometry, FAM-aptamer displacement from GRK2; P25098;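 active = inhibition of aptamer binding above 40%, roughly 3 SD of noise, on plates passing a quality check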;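 also: median bead fluorescence of bound FAM aptamer so fluorescent compounds give negative values; no value below 0 was filed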
* = called active by the depositor; u = inconclusive; x = no result given; [ ] = dose if it differs, or a comment.

Sequence of screens – Bcl-xL primary	AGP1 TOR yeast	CIT2-GFP yeast	MCL1-BIM inh	VLA-4 inh	GLD-1 RNA inh	MEX-5 binding	CR mimetic SO	GRK2 aptamer HTS
COc1ccc(S(=O)(=O)N2CCOCC2)cc1NC(=O)CSc1nnnn1C1CC1
→ -9	101	87	14	8	2	x	91	0
COc1ccccc1N1C(=NC(=O)C(C)Oc2ccccc2)SC2CS(=O)(=O)CC21 (centres undefined)
→ -1	97	94	-1	-101	2	1.6	118	3
COc1ccc(-c2nnc(OC)c3ccccc23)cc1
→ 4	98	97	2	15	-6	-0.1	101	1
COCC(=O)Nc1ccccc1C(=O)NC(C)C
→ -3	91	88	-11	5	2	1.0	102	1
COC(=O)C1=C(N)Oc2cc(C)oc(=O)c2C1c1cccnc1 (centres undefined)
→ 8	105	100	3	11	-1	2.6	89	0
COc1ccc(OCCC(=O)OCC(=O)Nc2cccc(S(=O)(=O)N3CCCCC3)c2)cc1
→ x	101	111	x	1	2	x	128	0
S=C(NCc1cccs1)Nc1ccccc1Cl
→ 7	96	92	10	-3	-3	2.2	97	0
COc1cc(NC(=O)CCCNC(=O)c2ccc(Cl)cc2)cc(OC)c1OC
→ -6	97	95	-29	3	0	1.9	131	1
CCOC(=O)c1cccc(N2C(N)=NC(N)=NC2(C)C)c1
→ -1	97	92	-1	35	-1	1.7	91	0
O=C1NC(=S)N/C1=C/c1cccc([N+](=O)[O-])c1
→ 6	99	97	1	3	-2	-1.4	88	4
Cc1c(Cl)cccc1NC(=S)NC(=O)c1cncc(Br)c1
→ 11	u	u	6	12	1	-3.3	110	0
O=C(Nc1cccc(-c2ccc(N3CCCCC3)nn2)c1)C(F)(F)F
→ 0	22[may fluoresce violet]	u	-1	19	8	-2.7	103	1
Cc1cc(NC(=O)CCC(=O)N(c2ccccc2C)C(C(=O)NC2CCCC2)c2ccccc2)no1 (centres undefined)
→ 4	102	100	1	10	-5	1.5	104	2
COc1ccccc1C(=O)COC(=O)COc1ccc(C#N)cc1
→ x	95	101	x	-6	-2	x	119	0
O=C1CC(N2CCN(c3cccc(C(F)(F)F)c3)CC2)C(=O)N1c1ccccc1F (centres undefined)
→ 0	100	98	0	10	0	2.0	103	0
S=C(Nc1ccc2nccnc2c1)N1CCOCC1
→ 8	x	96	4	3	2	0.0	91	2
COc1ccc(CCN(C)Cc2ccc(OCc3ccccc3)c(OC)c2)cc1OC
→ 2	93	95	-1	3	4	1.2	87	0
Cn1c(NC(=O)C[n+]2cc(-c3ccc(Cl)cc3)n3c2CCC3)cc(=O)n(C)c1=O
→ 7	94	104	7	2	-1	0.1	101	0
CCOC(=O)N1CCN(Cc2nc3cc(NC(=O)C(C)C)ccc3n2CC)CC1
→ -4	99	108	-10	13	-1	-3.8	89	0
COCCn1c(C)cc(C(=O)COC(=O)CNC(=O)c2ccco2)c1C
→ -4	102	96	-6	18	4	x	82	0
COC(=O)c1c(NC(=O)Cc2ccc(OC)c(S(=O)(=O)N3CCOCC3)c2)sc(C)c1C
→ 3	104	102	-1	1	4	-1.3	112	3
Cc1cc(C(F)(F)F)nc(SCC(=O)c2cccc([N+](=O)[O-])c2)n1
→ 1	98	98	-6	4	11	-1.2	116	6
O=C1C2C3C=CC(C2C(=O)N1C1CCCCC1)C1C2C(=O)N(C4CCCCC4)C(=O)C2C31 (centres undefined)
→ 1	102	102	-1	3	-1	-2.1	94	1
O=C(CSc1nnc2scc(-c3ccccc3)n12)NCc1ccc2c(c1)OCO2
→ 3	88	89	10	14	-4	2.7	98	1
Cc1cccc(OC(=O)CN2C(=O)C3C4CCC(C4)C3C2=O)c1C (centres undefined)
→ 7	96	103	9	1	4	3.1	118	0
NS(=O)(=O)c1ccc(CCNC(=O)c2cnccn2)cc1
→ 0	100	106	-3	-6	1	0.5	106	0
Nc1nnc(SCC(=O)c2ccccc2)s1
→ 3	97	90	-10	1	7	0.8	97	0
CC(C)(C)c1ccc(OCc2nnc(SCC(N)=O)n2N)cc1
→ 5	97	93	7	0	-7	0.9	125	2
Cc1c(NC(=O)C(C)OC(=O)c2cc(-c3cccc4ccccc34)nc3ccccc23)c(=O)n(-c2ccccc2)n1C (centres undefined)
→ 75*	106	106	86*	-24	38*	0.4	92	1
CCNC(=S)N1CCN(c2nc(-c3cccc(OC)c3)cs2)CC1
→ -1	102	103	6	10	2	-1.0	108	2
Cc1cc(SCC(=O)c2cccs2)nc2ccccc12
→ -4	84	83	-14	12	-19	2.2	86	1
CCOC(=O)c1sc2nc(Cc3ccc(Cl)cc3)[nH]c(=S)c2c1C
→ 9	97	98	7	-5	-1	1.6	84	0
CC1=CC2=C(OC1N(C)C)c1cccc3cccc(c13)C2=O (centres undefined)
→ 122*	88	x	143*	-5	110*	-22	95	3
CC1CN(C(=O)c2cc(S(=O)(=O)N3CCCCC3)ccc2Cl)CC(C)O1 (centres undefined)
→ 3	98	92	4	-2	5	x	88	3
O=C(Nc1ccc(Oc2ncnc3cc(Cl)ccc23)nc1)Nc1cccc(C(F)(F)F)c1
→ 2	95	87	1	5	6	1.3	91	0
O=C(Nc1cc(C(F)(F)F)ccc1N1CCOCC1)c1cnccn1
→ 9	92	93	5	4	-2	-1.4	97	0
CCOC(=O)CSc1nc2ccc(C)cc2[nH]1
→ -1	96	103	-4	17	1	0.8	76	1
O=C(N1CCCC1)C12CC3CC(CC(Cl)(C3)C1)C2
→ -3	99	107	-5	-17	-5	1.7	89	1
Cc1ccc(OCCOCCN(C)C)c(Cl)c1
→ 5	98	99	8	25	0	0.1	95	1
Cc1ccc(Cn2c(=O)c3ccccc3n3c(CCC(=O)NCCN4CCOCC4)nnc23)cc1
→ 3	95	99	4	27	0	0.7	99	0
COc1cc(C(=O)Nc2nc(N)n(-c3ccccc3)n2)cc(OC)c1OC
→ 6	110	94	2	-3	-3	-3.3	102	0
O/N=C1\CCCc2ccc3ccccc3c21
→ 4	88	88	2	17	6	-0.4	99	0
Cc1cccc(C2=N/C(=C\c3cccs3)C(=O)O2)c1
→ 4	72	86	0	-6	-4	-2.1	102	0
CCCC1C(c2ccccc2)C(C#N)(C#N)C2(C#N)CC1(N)NC2=O (centres undefined)
→ 5	97	102	1	21	8	1.4	82	0
COc1cc2c(cc1NC(C)=O)CCCC2
→ 5	105	105	-1	11	4	0.7	93	1
O=C(Nc1nnc(SCC(=O)N2CCCC2)s1)C1CC(=O)N(c2ccccc2)C1 (centres undefined)
→ -2	110	114	4	-8	4	-2.1	106	1
Clc1ccc(NCc2nncn2-c2ccccc2)cc1
→ 1	114	119	-3	-6	2	0.5	100	2
CCOCCCNC(=O)c1ccc(OC(C)=O)cc1
→ -5	105	103	-2	1	9	2.4	108	0
O=c1[nH]c(Cc2cccc(C(F)(F)F)c2)nc2ccccc12
→ 3	106	105	11	2	-2	-2.3	95	0
CCOc1ccc(-c2nnn(CC(=O)c3ccc4c(c3)OCCO4)n2)cc1
→ -1	98	100	7	5	-1	1.4	78	2
O=C(CCc1nc2ccccc2s1)OCC(=O)c1ccc[nH]1
→ 5	96	93	-8	1	0	-3.0	99	1
O=C1NC2(CCCC2)N=C1c1ccc(F)cc1
→ 0	102	96	11	3	-8	0.7	102	14
CCOC(=O)c1c(N)n(C2CC(C)(C)NC(C)(C)C2)c2nc3ccccc3nc12
→ 0	90	98	-7	9	0	2.2	124	0
Cc1ccc(C2CN(C)C3(C(=O)Nc4ccccc43)C23COc2ccccc2C3=O)cc1 (centres undefined)
→ 4	108	96	9	-10	4	1.6	118	1
COc1ccc(N(CC2CO2)S(=O)(=O)c2ccc(C)cc2)cc1 (centres undefined)
→ 9	94	91	4	5	-3	0.0	108	3
CC(=O)c1cccc(NC(=O)CN(c2ccccc2F)S(C)(=O)=O)c1
→ 3	103	100	-2	7	-1	-0.2	86	0
Cn1ccnc1SCC(=O)Nc1ccc(Cl)cn1
→ 3	106	103	0	7	4	0.7	107	4
COc1ccc(OC)c(C2=NS(=O)(=O)N(C)C(C(=O)N3CCC4(CC3)OCCO4)=C2)c1
→ 4	107	107	-1	-2	-7	-1.7	109	2
O=C(Nc1nc2ccccc2n1CCOc1ccc(Cl)cc1)c1ccco1
→ 2	106	104	-2	1	1	-3.8	98	1
CC1CCN(c2nc3ccccc3nc2C(C#N)C(=O)OC2CCCCC2)CC1 (centres undefined)
→ -1	103	105	4	1	-2	-8.2	116	2

(listing goes on)
Sequence of screens – Bcl-xL primary	AGP1 TOR yeast	CIT2-GFP yeast	MCL1-BIM inh	VLA-4 inh	GLD-1 RNA inh	MEX-5 binding	CR mimetic SO	GRK2 aptamer HTS
Cc1cccc(C(=O)Oc2csc(=S)n2C(=O)c2cccc(C)c2)c1
→ 9	x	80	20	6	6	-3.4	99	5
Cc1cccc(NC(=S)Nn2cnnc2)c1C
→ 13	102	93	3	-1	2	-1.8	96	0
O=C(COc1ccc(Cl)cc1)NNC(=O)c1ccncc1
→ 3	93	90	5	0	5	x	102	3
O=C(CNCc1ccccc1)Nc1ccc(F)cc1
→ 1	91	94	43*	1	7	3.1	97	0
COc1ccc(SCC(=O)c2cc(C)c(OC(=S)N(C)C)c(C)c2)cc1
→ 6	100	96	10	2	16	-0.3	99	2
CC(C(=O)NC1=NCCS1)N1C(=O)c2ccccc2C1=O (centres undefined)
→ 8	103	94	1	2	4	0.5	96	0
COc1ccc(C2(C)NC(=O)N(CC3CCCCC3)C2=O)cc1 (centres undefined)
→ 1	91	93	-5	-2	7	1.4	99	0
CCCN(CCC)C(C(=O)Nc1cccc(OC)c1)c1ccccc1 (centres undefined)
→ 0	97	94	-5	7	8	2.4	106	0
O=[N+]([O-])c1ccc(Oc2ccc(-c3cnc4ccccc4n3)cc2[N+](=O)[O-])cc1
→ 1	98	95	-10	18	2	-0.5	97	3
O=C(Nc1ccccc1)C1=C[C@H](c2coc3ccccc3c2=O)C[C@H](OCCCCO)O1
→ 4	u	u	-6	-25	6	-1.3	93	4
CCOc1ccccc1NC(=O)C1CC(=O)n2ncnc2N1 (centres undefined)
→ 4	92	90	3	3	-2	0.4	86	2
COC(=O)Cn1c(=NC(=O)c2ccc(Cl)s2)sc2cc(F)ccc21
→ -4	97	96	-2	10	-4	-1.3	93	2
COc1ccc(CN(C)c2ccc(S(=O)(=O)N3CCN(C)CC3)cc2[N+](=O)[O-])cc1OC
→ -5	93	99	-8	-13	8	x	98	0
O=C1c2ccccc2C2(c3ccccc3)NCCCN12 (centres undefined)
→ 7	89	79	-2	4	7	1.3	84	1
C[C@H](CO)N1C[C@H](C)[C@@H](CN(C)Cc2ccc(Cl)c(Cl)c2)Oc2c(NS(=O)(=O)c3ccc(F)cc3)cccc2C1=O
→ x	85	89	x	-11	9	x	87	5

Ordered by heavy-atom count (lowest first): 3 of the compounds above.
Sequence of screens – Bcl-xL primary	AGP1 TOR yeast	CIT2-GFP yeast	MCL1-BIM inh	VLA-4 inh	GLD-1 RNA inh	MEX-5 binding	CR mimetic SO	GRK2 aptamer HTS
O=C(CNCc1ccccc1)Nc1ccc(F)cc1
→ 1	91	94	43*	1	7	3.1	97	0
CCCN(CCC)C(C(=O)Nc1cccc(OC)c1)c1ccccc1 (centres undefined)
→ 0	97	94	-5	7	8	2.4	106	0
O=[N+]([O-])c1ccc(Oc2ccc(-c3cnc4ccccc4n3)cc2[N+](=O)[O-])cc1
→ 1	98	95	-10	18	2	-0.5	97	3
